# mcGAS MS inh – blocks mouse cGAS cGAMP production | Q8C6L5 | recombinant mouse cGAS, cGAMP by RapidFire MS | inhibition, % at 12.5 µM | actives 0.18% (n = 130,000) | AID 1259397;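 active = inhibition of cGAS enzyme activity at or above 60%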;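 also: enzyme stimulated by 45 bp dsDNA with ATP and GTP substrates; cGAMP share of summed cGAMP plus half ATP and half GTP signals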
# Target sequence (Q8C6L5 whole entry, looked up): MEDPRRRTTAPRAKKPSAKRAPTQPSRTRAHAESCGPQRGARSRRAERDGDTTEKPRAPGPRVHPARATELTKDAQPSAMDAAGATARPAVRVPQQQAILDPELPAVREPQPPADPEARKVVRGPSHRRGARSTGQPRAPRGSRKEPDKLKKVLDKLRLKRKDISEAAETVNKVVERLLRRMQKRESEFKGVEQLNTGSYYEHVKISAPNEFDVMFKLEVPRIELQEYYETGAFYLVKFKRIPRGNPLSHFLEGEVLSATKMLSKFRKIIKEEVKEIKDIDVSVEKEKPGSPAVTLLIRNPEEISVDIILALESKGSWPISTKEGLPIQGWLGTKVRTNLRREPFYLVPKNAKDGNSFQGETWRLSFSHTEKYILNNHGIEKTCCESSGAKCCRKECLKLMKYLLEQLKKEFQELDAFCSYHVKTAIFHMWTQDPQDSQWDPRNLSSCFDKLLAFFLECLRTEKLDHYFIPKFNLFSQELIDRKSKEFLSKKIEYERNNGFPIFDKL
# * hit, by the source's call; & = joins results of further samples. Some of the compounds tested. The share of hits here may be higher or lower than overall.
# Preview, 2 compounds:
mcGAS MS inh	mol
-6	CC(C)c1nn(CC(=O)N2CCCc3ccccc32)c(=O)c2c1cnn2-c1ccc(F)cc1
-17	CN1CCN(C(=O)C2CCN(c3ccnc(C(C)(C)C)n3)CC2)CC1

# Results, repeating the preview:
mcGAS MS inh	mol
-6	CC(C)c1nn(CC(=O)N2CCCc3ccccc32)c(=O)c2c1cnn2-c1ccc(F)cc1
-17	CN1CCN(C(=O)C2CCN(c3ccnc(C(C)(C)C)n3)CC2)CC1
-3	CCN(CC)C(=O)C1CCCN(Cc2nc(-c3ccccn3)no2)C1 (stereo not drawn)
2	O=C(NCCSCc1ccccc1)c1cccnc1Nc1cccc(Cl)c1
1	COc1cc(C=C2SC(=S)N(CCN3CCOCC3)C2=O)cc(OC)c1OC
-3	CCc1nc(CS(=O)(=O)c2nc(C)c(C)n2CC(C)C)cs1
-9	Cc1ccc(C(C)CCN2CCC(N3CCC(C(=O)NC4CC4)CC3)CC2)o1 (stereo not drawn)
-12	Cc1nn(C)c2ncc(C(=O)Nc3ccc(F)c(NC(=O)C4CC4)c3)cc12
-12	Cc1noc(C)c1CN1CCN2C(C(=O)Nc3ccccc3Cl)=COC2=NC1=O
-4	Cc1ccc(OCC(=O)NCc2ccc(C)nc2)cc1
-4	Cc1cccc(C(=O)N2CCCC(N3CCN(Cc4ccc5c(c4)OCO5)CC3)C2)n1 (stereo not drawn)
-13	Cc1ccccc1-n1ccc2c(cnc3ncnn32)c1=O
3	O=C(c1cccc(NCc2cccc(F)c2)c1)N1CCC(O)CC1
-3&-2&7	N=C(N)N1CCc2ccccc2C1
3	O=C(Cn1ncn2nccc2c1=O)N(CC1CC1)C1CCCCC1
-5	O=C(OCC(=O)N1CCCC1=O)c1cccc(S(=O)(=O)Nc2ccc(F)cc2)c1
-1	CC(C)(NCCCCC#N)c1ccc(F)cc1
-7	Cc1nn2cccnc2c1C(=O)NCC1(O)CCCc2ccccc21 (stereo not drawn)
-12	CN1CC(=O)N2C[C@@H](NC(=O)c3nc4c(s3)CCCC4)C[C@H]2C1=O
-2	COc1cccc(-c2cc(C(=O)O)n(-c3cccc(C)c3)n2)c1
0	Cc1cc2ncn(CCOc3ccccc3)c2cc1C
5	Cc1ccc(C(=O)N2CCCC2(C)C(=O)O)cc1F (stereo not drawn)
-12	CCCCN1CCC(CCC(=O)c2cc(Cl)c(N)cc2OC)CC1
13	COc1ccc(-c2nc(N(C)Cc3ccc(C(F)(F)F)cc3)[nH]c(=O)c2C#N)cc1
-8	CCc1cccc(CC)c1NC(=O)CN1C(=O)NC(C)(c2ccco2)C1=O (stereo not drawn)
-7	O=C(Nc1ccc(Br)cc1Cl)NC1CC2CCC1O2 (stereo not drawn)
-6	Nc1cc(N)nc(SCCOc2ccc(Cl)cc2)n1
2	O=C(Cn1nnc2ccccc21)NCC1CCCCC1
0	N#CCCN1N=C(c2ccc(Cl)cc2)OCC1=O
-7	O=c1cc(-c2cccs2)oc2ccc(Br)cc12
4	CC1(CCc2ccccc2)CCN(c2cn[nH]c(=O)c2Cl)C1 (stereo not drawn)
-1	CC1CN(CC2CCCN2C(=O)Nc2nnc(C3CC3)s2)CC(C)O1 (stereo not drawn)
-10	COc1ccc(S(=O)(=O)N2CCCc3ccccc32)cc1
-3	Cc1cc(CS(=O)(=O)C(C)C(=O)Nc2ccc3c(c2)OCCCO3)no1 (stereo not drawn)
0	COc1ccccc1/C=C/C1=NC(=C\c2cccnc2)/C(=O)O1
1	CNC(=O)CSc1nnc2n(C)c3ccccc3n12
-7	C=CCN(Cc1ccc(F)cc1)Cc1nccn1C
-1	Cc1nc(NCCNC(=O)Nc2cccc(Cl)c2)cc(N2CCOCC2)n1
-8	COc1ccccc1NCC(=O)N1CCOCC1c1ccccc1 (stereo not drawn)
-7	CC(=O)Nn1ccc2c(cnc3nc(-c4cccnc4)nn32)c1=O
-13	Cc1ccn2c(=O)c(NC(=O)c3ccc(F)cc3)c(C)nc2c1
-9	CCOC(=O)c1ncccc1NC(=O)CC(=O)Nc1cccnc1C(=O)OCC
-33	CC1=CC2=NC(=O)CC(C)(C(=O)O)N2C=C1 (stereo not drawn)
-9	Cc1cccc(CNC(=O)NCc2cnn3ccccc23)c1
8	CCN(CC(=O)Nc1c(Cl)cccc1Cl)C(=O)c1nn(-c2ccccc2Cl)c(C)cc1=O
3	CCN(C(=O)/C=C/c1ccncc1)S(=O)(=O)c1ccc(C)cc1
9	COc1cccc(C(=O)Nc2c(C)nc3ccc(C)cn3c2=O)c1
-24	CCCC(NC1CCN(C(=O)OCC)CC1)c1nccn1C (stereo not drawn)
-6	CCc1nc2n(n1)CC(NC1CC(C)OC1=O)CC2 (stereo not drawn)
-2	CC(C)NC(=O)CSc1nc2ccccc2n1C
-38	CC(C)(C)OC(=O)NCC(C)(NC(=O)Nc1ccncc1)C1CC1 (stereo not drawn)
-4	CCN(CC)C1=C(c2[nH]c(C)c(C(C)=O)c2C)Cn2c1nc1sc(C)c(C)c1c2=O
-15	COc1cc2c(c(CO)c1OC)CC1c3c(cc4c(c3OC)OCO4)CCN1C2 (stereo not drawn)
3	Oc1cccc(-c2nccn2CCCOc2cccnc2)c1
1	COc1ccc(CN(C)C(=O)C2CC(=O)N(CC(C)C)C2)cc1O (stereo not drawn)
0	N#Cc1ccccc1-c1ccc(CSCc2nc(N)nc(N)n2)cc1
4	COc1ccc(/C=C2/SC(N)=NC2=O)c(OC)c1
-10	CCC1CN(Cc2cnc(-c3ccco3)nc2)CCN1C(C)C (stereo not drawn)
-6	O=C(c1cc(-c2cccs2)nc2ccccc12)N1CCOCC1
-9	Cc1cnc2c(C(=O)NC(c3ccncc3)c3ccccc3C)cnn2c1 (stereo not drawn)

# Following part.
mcGAS MS inh	mol
-7	CCOC(=O)COn1c(=O)c(-c2cc3ccccc3o2)[n+]([O-])c2ccccc21
-21	Cc1n[nH]c(C)c1CCc1nnc(SCC(=O)O)n1C
-22	CN1CCC(NC(=O)c2cn(-c3ccccc3Cl)nn2)C1=O (stereo not drawn)
-3	NC(=O)CCCCCn1c(SCC(=O)Nc2cc(Cl)cc(Cl)c2)nc2ccccc2c1=O
-5	CCC(C)N1CN2C(=O)NC3C2N(C1)C(=O)N3C(C)(C)C (stereo not drawn)
-4	Cc1cc(C)n(-c2ccc(CNC(=O)CC3C=CCC3)cn2)n1 (stereo not drawn)
0	CSc1ccc(C(=O)N(C)CCCc2nc3ccccc3[nH]2)o1
-17	O=C(c1ccc(-c2ccc[nH]2)nc1)N1CCC(CCc2ccccc2)CC1
-2	Cc1ccc(S(=O)(=O)N2CCN(C(=O)N3CCOCC3)C2C(C)C)cc1 (stereo not drawn)
-1	NC(=O)c1ccc(C(=O)NNc2c(Cl)cc(Cl)cc2Cl)s1
-8	CNc1nnc(Cc2csc(N)n2)s1
4	CCCN1CCC(N(C)Cc2ccccc2C#N)CC1
-5	Cc1cc(C)nc(SCC(=O)OCC(=O)Nc2ccc(Cl)cc2[N+](=O)[O-])n1
-8	Cc1c(C(=O)NCc2ccc3c(c2)OCCO3)sc(=O)n1Cc1ccc(C(=O)N(C)C)cc1
-7	CCN(C(=O)Nc1ccccc1CS(C)(=O)=O)C1CCCC1

# Quoted from the listing.
# `CCN(C(=O)Nc1ccccc1CS(C)(=O)=O)C1CCCC1` @ mcGAS MS inh: -7
# `CCC(C)N1CN2C(=O)NC3C2N(C1)C(=O)N3C(C)(C)C` (stereo not drawn) @ mcGAS MS inh: -5

# Remaining list, next part.
mcGAS MS inh	mol
-10	N#Cc1cccc(C(=O)NC(CN2CCOCC2)c2ccccc2)c1 (stereo not drawn)
-2	Cc1cc(C(=O)NCC2CCCN(Cc3ccc(Sc4nncn4C)o3)C2)no1 (stereo not drawn)
-9	CC1CCCCC1NC(=O)COc1cccc(-c2nnco2)c1 (stereo not drawn)
-12	CC(N)c1csc(Nc2ncccn2)n1 (stereo not drawn)
0	CC1=C(C(=O)OCC(C)C)C(c2ccc([N+](=O)[O-])cc2)NC(=O)N1C (stereo not drawn)
-7	CC(=O)Nc1c(C)ccc(NC(=O)c2cnc(C3CC3)s2)c1C
1	COc1ccc(-c2n[nH]c(C)c2Oc2ccccc2)c(O)c1C
-5	CCOC(=O)CNc1cccc(C(=O)N2CCCn3cncc3C2)c1
-10	CCOC(=O)N1CCN([C@H]2CN(C(=O)c3ccc(OC)cc3)C[C@@H]2O)CC1
-7	COCc1nc2cc(-c3cccc(-n4cccn4)c3)ccc2o1
-13	CCCNC(=O)C(C)NC(=O)CCNc1ccc(C(F)(F)F)cc1[N+](=O)[O-] (stereo not drawn)
-2	CC(C)c1cc(CN2CCN(CC3CCCCC3)C(CCO)C2)[nH]n1 (stereo not drawn)
-3	COc1cc(CN2CCN(c3nc(-c4ccccc4)nc4c3CCC4)CC2)cc2c1OCO2
-4	Cn1c(=O)[nH]c(=O)c2c1nc(NCCCO)n2CCCc1ccccc1
-11	Oc1cc(-c2cccc(Cl)c2)cc2c1OCCN(c1ncnc3nc[nH]c13)C2

# The final seven records of the part before are carried over, then new ones follow:
mcGAS MS inh	mol
-10	CCOC(=O)N1CCN([C@H]2CN(C(=O)c3ccc(OC)cc3)C[C@@H]2O)CC1
-7	COCc1nc2cc(-c3cccc(-n4cccn4)c3)ccc2o1
-13	CCCNC(=O)C(C)NC(=O)CCNc1ccc(C(F)(F)F)cc1[N+](=O)[O-] (stereo not drawn)
-2	CC(C)c1cc(CN2CCN(CC3CCCCC3)C(CCO)C2)[nH]n1 (stereo not drawn)
-3	COc1cc(CN2CCN(c3nc(-c4ccccc4)nc4c3CCC4)CC2)cc2c1OCO2
-4	Cn1c(=O)[nH]c(=O)c2c1nc(NCCCO)n2CCCc1ccccc1
-11	Oc1cc(-c2cccc(Cl)c2)cc2c1OCCN(c1ncnc3nc[nH]c13)C2
-2	O=C(NCC1Cc2cc(Oc3ccccc3)ccc2O1)c1cc(Cl)ccc1F (stereo not drawn)
-2	O=S1(=O)NC(c2ccccc2)(c2ccccc2)c2ccccc21
-10	Cc1c(C)n2c3c(=O)[nH]c(=O)n(C)c3nc2n1CCCNc1ccc(F)cc1
1	CC(C)(C)c1cc(=O)n2c(nc3ccccc32)[nH]1
-3	COc1ccc(CCN(C)C2CCCN(Cc3ccoc3)C2)cc1OC (stereo not drawn)
8	CCCN1C(=O)COCc2cc(-c3ccncc3)ccc21
-4	CCOC(=O)Nc1cccc(C(=O)NCCc2cccc(F)c2)c1
-6	CC(NC(=O)CCc1ccc(F)cc1)c1cccc(C#N)c1 (stereo not drawn)
-13&-7	NC(=O)c1cccnc1
-17	Cc1cc(C2CCCN2S(=O)(=O)CC23CCC(CC2=O)C3(C)C)no1 (stereo not drawn)
-7	COc1cc(C(=O)N2CCCC(Nc3ccc(F)c(F)c3)C2)ccc1C (stereo not drawn)
-5	Cc1onc2c(=O)n(C)nc(C(=O)NC(c3ccc(C(C)(C)C)cc3)C(C)C)c12 (stereo not drawn)
-6	Cc1ccc(-c2cccc3c2OC(CNC(=O)CSc2ncccn2)C3)nc1 (stereo not drawn)
-7	Cc1ccccc1-c1ccc(=O)n(CC(=O)N2CCCC2)n1
-2	Cc1[nH]cnc1CN1CCc2[nH]cnc2C1c1ccc(F)cc1Cl (stereo not drawn)

# Retrieved one by one from above, 5 records:
mcGAS MS inh	mol
1	CC(C)(C)c1cc(=O)n2c(nc3ccccc32)[nH]1
-13&-7	NC(=O)c1cccnc1
-2	Cc1[nH]cnc1CN1CCc2[nH]cnc2C1c1ccc(F)cc1Cl (stereo not drawn)
-3	COc1ccc(CCN(C)C2CCCN(Cc3ccoc3)C2)cc1OC (stereo not drawn)
-7	COc1cc(C(=O)N2CCCC(Nc3ccc(F)c(F)c3)C2)ccc1C (stereo not drawn)

# (further entries)
mcGAS MS inh	mol
0	COc1cccc(NC(=O)CCC2CCN(C(=O)C(OC)c3ccccc3)CC2)c1 (stereo not drawn)
-1	O=C1c2ccccc2C(=O)N1Cc1nc(-c2cccc(Cl)c2)no1
-5	CN(C)S(=O)(=O)c1cc(C(=O)NCc2ccc(N3CCCC3)nc2)ccc1Cl
-6&3	COCC1CCN(C(=O)CCCn2nnnc2CN2CCC(C)CC2)C1 (stereo not drawn)
4	COc1ccc(NC(C)=O)cc1NS(=O)(=O)c1cc2c3c(c1)C(C)C(=O)N3CCC2 (stereo not drawn)
38	CCOC(=O)CN(C)C(=O)c1cc(-c2ccccc2)cc(Cl)c1O
-5	COC(=O)c1csc(S(=O)(=O)Nc2n[nH]c(C)c2C)c1
8	N#CC1C(=N)Oc2n[nH]c(-c3cccc([N+](=O)[O-])c3)c2C1c1ccc([N+](=O)[O-])cc1 (stereo not drawn)
-14	Cn1c(Cc2cccs2)n[nH]c1=S
-8	CCOC(=O)c1nn(-c2ccccc2C)c(=O)cc1NCc1ccccc1
-8	COc1ncccc1-c1cc(C(F)(F)F)cc2[nH]cnc12
9	O=C(NCc1ccc(N2CCOCC2)nc1)c1ccc(NC(=O)C2CC2)cc1
-6	CCCC(=O)Nc1sc(C)c(C)c1C(N)=O
-6	COc1ccccc1CCN1CCCC(CN(C)Cc2cnc(SC)nc2)C1 (stereo not drawn)
-9	Cc1cc(N(C)Cc2ncc[nH]2)nc(-c2cccnc2)n1
-4	Cc1nn(C(C)C)c(C)c1NC(=O)NCCS(=O)C(C)(C)C (stereo not drawn)
-5	Cc1nn(C(=O)COc2ccc(F)cc2)c(C)c1Sc1ccccc1[N+](=O)[O-]
-13	Cc1[nH]cnc1CN(C)Cc1cc(-c2cccnc2)no1
-53	CCc1cc(CN(C)C(=O)c2cc(C)nc3ccc(C)cc23)on1
8	Cc1nc2c(cnn2C(C)C)cc1C(=O)n1ccccc1=NC(C)C
1	CCCCNC(=O)C1CCC(C)N(C(=O)Nc2nnc(C3CC3)s2)C1 (stereo not drawn)
-3	CCc1nnc(C2Cc3ccccc3CN2CC(O)Cn2cccn2)o1 (stereo not drawn)
-12	COc1cc(CSc2nnnn2C2CC2)c(OC)cc1Br
-6	O=C(OCc1noc(-c2ccccc2Cl)n1)C1(O)CCCC1
1	COc1ccc(C=CC(=O)c2ccc(C)o2)cc1OC
53	CC1CN(C=CC(=O)C(F)(F)F)CC(C)O1 (stereo not drawn)
-8	O=C(NCCCc1ccccc1)c1cc(=O)c(OCc2ccc(F)cc2)co1
3	O=C(CCc1c[nH]c2ccccc12)Nc1ccc2c(c1)CN(Cc1nccs1)CC2
